Source: PubChem BioAssay (Sanford-Burnham Center for Chemical Genomics)
Hsp70 displacement – Hsp70 inhibitors, probe displacement, primary screen, biochemical, fluorescence polarization (AID 583). Hsp70 fluorescence polarization probe displacement, mP; higher % means a stronger effect. 0.06% of 140,000 active. one-dose displacement, % at 20 µM; IC50 in µM for titrated hits; in the data active = displacement above about 50%;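 note: plate controls were vehicle for no effect and reference ligand for full effect; a part of the inactive calls stands beside numbers as strong as those of hits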
MKP-3 inhibition – MKP-3 phosphatase inhibitors, primary screen, biochemical, rat enzyme, in vitro (AID 425); recombinant MKP-3 phosphatase activity, fluorescence; higher % means a stronger effect; inhibition, % at 20 µM, or IC50 in µM where a hit was titrated; 0.17% of 110,000 active; in the data active = inhibition above about 50%;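 note: plate controls were vehicle for no effect and reference inhibitor for full effect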
An asterisk follows results filed as active; . = no result given; & = joins results of further samples.

SMILES	Hsp70 displacement	MKP-3 inhibition
O=C(O)C1CCN(S(=O)(=O)c2cccnc2)CC1	-2.2%	2%
Cc1ccc(S(=O)(=O)N2CCC(C(=O)Nc3ccccc3N3CCCCC3)CC2)cc1	-8.3%	-4%
CCC(C)(C)NC(=O)CC(c1ccc(OC)cc1)n1cccc1 (stereo not drawn)	-3.1%	1%
COc1ccc(N2CCN(c3ncnc4c3cnn4-c3ccc(C)cc3C)CC2)cc1	0.4%	-3%
Cc1ccc(-c2nnc(-c3ccc4c(c3)OCO4)o2)cc1C	-0.8%	4%
O=C1S/C(=C/c2ccccc2F)C(=O)N1CNc1cccc(C(F)(F)F)c1	-2.3%	0%
CSc1ccc(S(=O)(=O)NCCSC(C)(C)C)cc1	4.1%	.
Nc1c(NCCC2=CCCCC2)c(=O)[nH]c(=O)n1Cc1ccccc1	21%	1%
CC(C)(C)c1nc2scc(-c3cccs3)c2c(=O)o1	3.1%	-9%
O=C(NCc1ccccc1Cl)c1cnn2cccnc12	-3.9%	-4%
CCCn1c(CNc2ccccc2O)nc2ccccc21	0.5%	-6%
CC12c3ccccc3C(C)(c3ccccc31)C1C(=O)NC(=O)C12 (stereo not drawn)	1.0%	3%
O=C(Nc1ccc2c(c1)OCCO2)c1cc2sccc2n1Cc1ccccc1	0.3%	.
COc1cccc(OCCn2c(=O)c3cc4c(=O)n(CCOc5cccc(OC)c5)c(=O)c4cc3c2=O)c1	-1.5%	3%
CCC(=O)Nc1c(C(=O)N2CCCCCC2)cnn1-c1ccc(C)c(C)c1	5.1%	-8%
CCOC(=O)C1CCN(C(=O)c2ccc(C#Cc3ccccc3)cc2)CC1	0.6%	1%
COc1ccc(OC)c(CN2CCN(C(=O)c3ccc(-c4ccccc4)cc3)CC2)c1	4.2%	3%
CC(C)N(C(=O)CSc1nc2ccccc2n1Cc1ccc(F)cc1)C(C)C	2.1%	.
CCN(CC)S(=O)(=O)c1ccc(Cl)c(C(=O)NC)c1	-0.3%	-17%
COc1ccc(S(=O)(=O)Nc2ccc(C)cc2C)cc1Br	-0.4%	0%
COCCn1nnnc1CN1CCC(Cc2ccccc2)CC1	3.3%	0%
Cc1ccc(C2c3c(oc4ccc(C)cc4c3=O)C(=O)N2CCCN2CCOCC2)cc1 (stereo not drawn)	-1.5%	8%
CC(C)(C)c1nnc(NC(=O)CSc2ncn[nH]2)s1	2.1%	2%
Cc1cc(-c2ccccc2)nc(=O)[nH]1	3.0%	2%
O=C(c1ccc(-c2nnc(-c3ccccc3)o2)cc1)N1CCCCCC1	0.4%	-8%

Full records, quoted from the list.
Shown for CC(C)(C)c1nc2scc(-c3cccs3)c2c(=O)o1 : Hsp70 displacement = 3.1%; MKP-3 inhibition = -9%
Shown for CCC(=O)Nc1c(C(=O)N2CCCCCC2)cnn1-c1ccc(C)c(C)c1 : Hsp70 displacement = 5.1%; MKP-3 inhibition = -8%

Reformatted: results already given.
Fields: Hsp70 displacement, MKP-3 inhibition
Cc1ccc(C2c3c(oc4ccc(C)cc4c3=O)C(=O)N2CCCN2CCOCC2)cc1 (stereo not drawn)
    -1.5%, 8%
CC(C)(C)c1nnc(NC(=O)CSc2ncn[nH]2)s1
    2.1%, 2%

(more compounds)
SMILES	Hsp70 displacement	MKP-3 inhibition
CCn1c(/N=C/c2ccc(OC)c3cccc(OC)c23)nc2ccccc21	-1.2%	0%
Cc1cc(C)c(C(N)=O)c(Nc2cccc(Cl)c2C)n1	-1.4%	-4%
CCOC(=O)C(C(C)=O)c1nc(C)nc2c1nnn2Cc1ccccc1Cl (stereo not drawn)	0.8%	-8%
CC(C)=CCc1c(C)nc2ccccc2c1C(=O)O	1.1%	4%
O=C1CC(c2ccccc2)CC(O)=C1C=Nc1ccc(F)cc1 (stereo not drawn)	2.4%	1%
CCOC(=O)CSc1nc2cc(C(=O)NCc3ccco3)ccc2c(=O)n1-c1ccc(F)cc1	0.6%	-13%
O=C(C/C=N\OCc1c(Cl)cccc1Cl)Oc1ccc(Cl)cc1Cl	-2.5%	.
O=C1OC(c2ccccc2)=C/C1=C/c1ccc2c(c1)OCO2	-18%	0%
CCOC(=O)C1=C(C)N=c2s/c(=C\c3cccc(O)c3)c(=O)n2C1c1cc(Br)c(OC)cc1OC (stereo not drawn)	1.9%	-2%
COc1ccc(OC)c(N(CC(=O)N2CCN(c3cc(Cl)ccc3C)CC2)S(C)(=O)=O)c1	2.1%	1%
COc1ccc(-n2nc3cc(C)c(NC(=O)c4cc(Cl)ccc4OC)cc3n2)cc1	3.0%	5%
CCOc1cc2oc(=O)c(CC)c(C)c2cc1CC	3.3%	3%
COc1cc2cc(CN(C(=O)NC3CCCCC3)C3CCCC3)c(=O)[nH]c2cc1OC	-3.6%	-15%
Cc1cc(C)n(-c2ccc(C(=O)Nc3nnc(C)s3)cc2)n1	0.7%	.
CCCC(CCC)C(=O)Nc1cccc(C(=O)O)c1	-2.8%	.
O=C1C=CC(=NOC(=O)c2ccccc2Br)C=C1	14%	12%
CN1C(=O)c2ccccc2C(C(=O)O)C1c1cccc(F)c1 (stereo not drawn)	2.0%	-4%
Fc1ccccc1N1CCN(CC2CC3C=CC2C3)CC1 (stereo not drawn)	-3.8%	.
O=C(NCc1cccnc1)C(O)(c1ccccc1)c1ccccc1	0.7%	-1%
CCCCn1nnnc1SCC(=O)Nc1ccc(C)cc1	-1.9%	2%
CC(=O)c1ccc(NC(=O)CSC(C)C)cc1	-7.6%	-7%
Nc1c(C(=O)c2ccccc2)oc2ccc(Br)cc12	0.8%	-3%
Cc1ccc(C(c2sc3nc(C)nn3c2O)N2CCN(c3ccc(F)cc3)CC2)cc1 (stereo not drawn)	8.5%	7%
O=C(O)C1Cc2ccccc2CN1C(=O)c1ccccc1 (stereo not drawn)	6.2%	.
COc1ccc(CCN=CC2=C(O)CC(C)(C)CC2=O)cc1OC	1.4%	0%

Continued, overlapping the part above by six compounds.
SMILES	Hsp70 displacement	MKP-3 inhibition
CCCCn1nnnc1SCC(=O)Nc1ccc(C)cc1	-1.9%	2%
CC(=O)c1ccc(NC(=O)CSC(C)C)cc1	-7.6%	-7%
Nc1c(C(=O)c2ccccc2)oc2ccc(Br)cc12	0.8%	-3%
Cc1ccc(C(c2sc3nc(C)nn3c2O)N2CCN(c3ccc(F)cc3)CC2)cc1 (stereo not drawn)	8.5%	7%
O=C(O)C1Cc2ccccc2CN1C(=O)c1ccccc1 (stereo not drawn)	6.2%	.
COc1ccc(CCN=CC2=C(O)CC(C)(C)CC2=O)cc1OC	1.4%	0%
CCCC(C)NC(=O)c1nc(-c2ccccc2)n(-c2ccccc2)n1 (stereo not drawn)	0.8%	.
CCOC(=O)c1ccc(NC(=O)CCc2nc(-c3ccccc3)no2)cc1	-1.7%	-5%
Cn1ncc(Br)c1C(=O)Nc1ccc(F)cc1F	0.4%	.
CC(CS(=O)(=O)c1cccc2cccnc12)N1CCCCC1 (stereo not drawn)	-0.5%	-3%
Cc1ccc2nc(NC(=O)C3CCCN(S(=O)(=O)c4cccc5nonc45)C3)sc2c1 (stereo not drawn)	-12%	-3%
Oc1ccc(Cl)cc1/C=N/Nc1cc(N2CCCC2)nc(N2CCCC2)n1	4.2%	0%
COC(=O)c1ccccc1NC(=O)Cn1cnc2ccc(S(=O)(=O)N3CCC(C)CC3)cc2c1=O	.	10%
O=C(N/N=C\c1cc(Br)ccc1O)c1cnccn1	2.8%	2%
CCN(CC)c1ccc(SS(=O)(=O)O)cc1	-5.1%&1.5%	.
COc1ccc(CNc2nc(SCC(=O)NCc3ccco3)nc3ccccc23)cc1	7.2%	-2%
COCCNC(=O)C(c1ccc(C)o1)N(Cc1ccccc1)C(=O)Cn1nnc2ccccc21 (stereo not drawn)	6.7%	-13%
COCc1cc(=O)n2[nH]c(SCc3ccccc3)nc2n1	0.2%	.
COCCNCCOCCOc1cccc(OC)c1	-1.4%	-8%
O=C(Nc1cccnc1)c1cccc(C(=O)Nc2cccnc2)c1	-4.6%	1%
CCCCN(CCCC)c1cc(C)nc(-c2ccccc2O)n1	5.2%	.
Fc1cccc(-c2nnc3ccc(C(F)(F)F)cn23)c1	1.2%	2%
c1ccc(Cn2nnc3c(N4CCc5ccccc54)ncnc32)cc1	-0.3%	-3%
CCOC(=O)C(CCCOc1ccc(C)cc1C)C(=O)OCC	2.4%	0%
CCOC(=O)c1sc(NC(=O)COc2ccc(C)cc2C)c(C(=O)OCC)c1C	15%	1%
CCC(=O)Nc1cccc(NC(=O)c2ccc(Cl)c(Cl)c2)c1	-3.6%	3%
CC1(C)O[C@@H]2C[C@H]3[C@@H]4CCC5=CC(=O)C=C[C@]5(C)[C@@]4(F)[C@@H](O)C[C@]3(C)[C@]2(C(=O)CO)O1	-2.6%	-8%
CCCCn1c(SCC(=O)c2cc(OC)ccc2OC)nc2cc(S(N)(=O)=O)ccc21	6.2%	6%
N#CC12CCCCC1CC1CCCCC1(C#N)N2Cc1cccnc1 (stereo not drawn)	3.5%	2%
COc1ccc(Cl)cc1C(=O)CSc1nnnn1C1CCCCC1	-0.2%	.
O=C(O)c1ccc(S(=O)(=O)NC2CCCCC2)cc1	1.2%	0%

New compounds follow:
SMILES	Hsp70 displacement	MKP-3 inhibition
CNCc1cc2ccc(C)cc2[nH]c1=O	2.2%	-10%
COC(=O)CCN1C(=O)/C(=C\C=C\c2ccccc2)SC1=S	-1.3%	-1%
COc1ccc(/C=C(\NC(=O)c2ccc(Cl)cc2)C(=O)NCCCN2CCOCC2)cc1OC	-4.4%	3%
CCN(CC)CCCNC(=O)c1c(O)c2c([nH]c1=O)CCCC2	-5.2%	-6%
Cc1ccc(NC(=O)c2cccc3ccccc23)c([N+](=O)[O-])c1	1.2%	-2%
COc1ccc(CCn2c(C)cc(C(=O)CSc3nnnn3-c3ccccc3)c2C)cc1OC	2.1%	-6%
COC(=O)CSc1nnc([C@H](CC(C)C)NC(=O)OC(C)(C)C)o1	4.8%	0%
COc1ccc(N/C(C)=C2/C(=O)C(=O)N(CCO)C2c2ccc(Br)cc2)cc1 (stereo not drawn)	8.8%	2%
O=C(NCC1(c2ccccc2)CCOCC1)c1cccc(Br)c1	0.5%	-1%
CCCCNC(=O)Nc1cc(C)on1	1.3%	.
CN(Cc1ccccc1)C(=O)Cn1cccc1C(=O)c1ccccc1	8.0%	.
COc1ccc(-c2nnc(SCCOc3cccc(C)c3)n2N)cc1	-1.0%	-4%
COc1ccc(C(=O)NC(OCc2ccccc2)C(Cl)(Cl)Cl)cc1OC (stereo not drawn)	0.6%	5%
CCCC(=O)Nc1ccc(NC(=O)c2ccc(OC)c(Br)c2)cc1	1.2%	-6%
COc1ccccc1NC(=O)CSc1nc2nc(C)cc(C)c2c(=O)[nH]1	3.8%	4%
O=C(COc1ccccc1)N1CCN(c2ccccn2)CC1	3.3%	3%
Cc1cc(OCC(O)CN2CCN(CCO)CC2)ccc1C(C)C (stereo not drawn)	-2.1%	4%
CC1CCCC(C)N1C(=O)Cc1ccccc1 (stereo not drawn)	11%	.
COC(=O)C1=C(C)NC(C)=C(C(=O)OC)C1/C=C/c1ccccc1	-2.0%	0%
COC(=O)C1=C(C)N2C(=O)CSC2=NC1c1ccc2c(c1)OCO2 (stereo not drawn)	7.0%&0.3%	-9%&5%
C=CCc1cc(/C=C2/C(=O)NC(=O)N(c3ccc(OC)cc3)C2=O)cc(OC)c1O	42%	4%
COc1ccc(-c2noc(-c3cccc(Br)c3)n2)cc1	2.9%	-4%
CCN(CC)C(=O)CSc1nnc(-c2cc(OC)cc(OC)c2)o1	-4.5%	-6%
CCC1CCCCN1C(=O)c1cc(-c2ccc(Cl)c(Cl)c2)on1 (stereo not drawn)	-0.6%	2%
Cc1nnc(SCC(=O)Nc2cccc(C(F)(F)F)c2)[nH]c1=O	1.4%	-3%

Individual results from above:
O=C1C=CC(=NOC(=O)c2ccccc2Br)C=C1 | MKP-3 inhibition = 12%
COc1cccc(OCCn2c(=O)c3cc4c(=O)n(CCOc5cccc(OC)c5)c(=O)c4cc3c2=O)c1 | MKP-3 inhibition = 3%

Remaining list, next part.
SMILES	Hsp70 displacement	MKP-3 inhibition
CCOc1ccccc1N1CCN(C(=O)c2cc3c(s2)CCC3)CC1	6.0%	3%
O=C(OCCN1C(=O)c2ccccc2C1=O)c1cc(=O)[nH]c2ccccc12	4.5%	-6%
CCOC(=O)/C(C#N)=C/c1sccc1C	-2.4%	2%
COc1cc(NS(=O)(=O)c2ccc(Br)s2)cc(OC)c1	-2.8%	-8%
O=C1c2cccc3cccc(c23)C(=O)N1Cc1ccc2c(c1)OCO2	-3.5%	0%
Cc1cc(C)c(C#N)c(SC(F)F)n1	-1.5%	.
O=[N+]([O-])c1ccc(C=NC23CN4CN(CN(C4)C2)C3)s1	5.0%	95%*
O=C(CCCSc1nc2ccccc2[nH]1)NC1=NCCS1	4.1%	9%
CCn1c(CNc2ccc(C)cc2C)nnc1SCC(=O)N1CCCc2ccccc21	4.9%	-5%
CCn1nc(NC(=O)c2ccccn2)c2cc3cc(C)ccc3nc21	0.6%	-4%
CN1CCN(CP(=O)(N2CCOCC2)N2CCOCC2)CC1	-0.5%	-6%
N#Cc1c(Nc2ccccc2)c(C=NCCN2CCOCC2)c[nH]c1=O	-1.6%	5%
CCOc1ccc(NC(=O)c2ccc(C#CC(C)(C)O)cc2)cc1	-3.9%	2%
CON(C)c1nc(OCCNC(=O)OCc2ccc(Cl)cc2C)nc(N(C)C)n1	1.3%	.
c1ccc(-c2cc(-c3nnc4sc(-c5ccccn5)nn34)[nH]n2)cc1	0.9%	1%
Cc1nc2ccccn2c1-c1nnco1	-0.5%	0%
CC1(C)C(=O)C2(C(=O)NCc3ccccc3)CCC1C2 (stereo not drawn)	-2.7%	-5%
Cc1cc(NC(=O)CN2C(=O)S/C(=C\c3ccccc3)C2=O)no1	6.4%	1%
COc1ccc(OC)c(N(CC(=O)Nc2ccc(C)cc2C)S(C)(=O)=O)c1	-1.4%	5%

A portion of the library; count on the stated rates, not on these rows.
